MC4R antagonist: blocks human MC4R cAMP signaling. P32245. MC4R-expressing cells, MTII-stimulated cAMP, LANCE TR-FRET. inhibition, % at 6.5 µM. 360,000 compounds, 0.48% hits;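 active = inhibition above its plate's cutoff, the mean of tested wells on that plate plus 3 SD, cut at about 29% in these data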;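 also: 0% = Melanotan II alone and 100% = Melanotan II plus saturating MCL0020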
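Assay system: human MC4R-expressing U2OS cells; reagent: Melanotan II stimulation of cells; dosing: 6.5 µM single dose; timing: compound 30 min, challenge 1 h, detection 1 h; signal: TR-FRET cAMP assay; replicates: one well per compound, no replicates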
aDG glyco act: increases alpha dystroglycan glycosylation; AID 624168; activation, % at 10 µM; 360,000 compounds, 0.22% hits; Pro5-aDG cells, alpha-DG glycosylation AlphaScreen (IIH6); 0% Pro5, 100% B10-LARGE cell signal;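 active = activation of at least 8% versus controls, or a plate z-score of at least 8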;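 also: Pro5 are CHO cells carrying HIG-tagged alpha-DG that lacks glycosylation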
H9c2 protect: myocardial damage modulation in H9c2 cells | 360,000 compounds, 0.63% hits | protection from H2O2 cell death, % at 20 µM | H9c2 cardiomyocytes, H2O2 injury protection, ATPLite, 2 h | AID 588492;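 active = compounds giving at least 50% protection of heart cells from peroxide-induced death in the single-dose screen, raw or plate-pattern-corrected value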;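 also: 0% = DMSO wells with peroxide and 100% = DMSO wells without peroxide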
Glyco luc inh: blocks N-linked glycosylation in D54 reporter cells; D54 ERlucT glycosylation luciferase reporter, 24 h; percent of 100 nM tunicamycin response; reporter increase, % at 12.5 µM; 360,000 compounds, 0.23% hits;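 active = mean luciferase reporter signal, scaled so untreated is 0 and the glycosylation-blocking control 100, at or above a set limit in every replicate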;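 also: luciferase carries N-glycosylation sites so blocking glycosylation raises the light; 0% = median of neutral control wells and 100% = median of 100 nM tunicamycin wells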
ABCB6 inh 2: blocks the human ABCB6 transporter; Q9NP58; K562-ABCB6 porphyrin accumulation, flow cytometry, 1 h; hits give low values; fluorescence ratio to DMSO, % at 10 µM; 360,000 compounds, 0.19% hits; AID 602162;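 active = fluorescence ratio to DMSO below 75%, the collection mean minus 3 SD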;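 also: signal is porphyrin accumulated inside mitochondria; 100% equals median channel fluorescence of DMSO control wells; lower ratio means ABCB6 inhibition with less porphyrin fluorescence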
m5-HT2A agonist: agonists of mouse serotonin 5-HT2A receptor (HTR2A) | P35363 | CHO-K1 mHTR2A beta-arrestin complementation, luminescence; percent of 30 µM serotonin response | activation, % at 7.6 µM | 360,000 compounds, 0.66% hits | AID 624169;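 active = activation above a run cutoff, the mean activation of all tested compounds plus 3 SD, cut at about 14% in these data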;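 also: 0% = plate median of compound wells and 100% = 30 µM serotonin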
Granule exo inh: lytic granule exocytosis inhibition. 360,000 compounds, 0.66% hits. TALL-104 LAMP-1 surface exposure, flow cytometry; cells stimulated with thapsigargin and PMA. AID 651702. inhibition, % at 10 µM;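 active = inhibition above about 55%, limit read from the data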
hiPSC survival: hiPSC single-cell survival enhancement; survival enhancement, % at 20 µM; 360,000 compounds, 0.044% hits; AID 602274; ATPlite luminescence; 100% = ROCK inhibitor wells, 0% = DMSO; in the data active = survival enhancement above about 18%;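 also: cells exposed to compounds for 16 hours before the ATP read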
ABHD5 PLIN5 PPI: blocks binding of human ABHD5 to perilipin-5. Q00G26+Q8WTS1. Split G. princeps luciferase complementation, luminescence, 4 h. inhibition, % at 4 µM. 360,000 compounds, 0.78% hits. AID 602281;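 active = inhibition above the mean inhibition across every tested compound plus 3 SD, cut at about 22% in these data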;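 also: 0% = DMSO only wells and the 100% control is not disclosed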
Target sequence (Q00G26 whole entry, looked up): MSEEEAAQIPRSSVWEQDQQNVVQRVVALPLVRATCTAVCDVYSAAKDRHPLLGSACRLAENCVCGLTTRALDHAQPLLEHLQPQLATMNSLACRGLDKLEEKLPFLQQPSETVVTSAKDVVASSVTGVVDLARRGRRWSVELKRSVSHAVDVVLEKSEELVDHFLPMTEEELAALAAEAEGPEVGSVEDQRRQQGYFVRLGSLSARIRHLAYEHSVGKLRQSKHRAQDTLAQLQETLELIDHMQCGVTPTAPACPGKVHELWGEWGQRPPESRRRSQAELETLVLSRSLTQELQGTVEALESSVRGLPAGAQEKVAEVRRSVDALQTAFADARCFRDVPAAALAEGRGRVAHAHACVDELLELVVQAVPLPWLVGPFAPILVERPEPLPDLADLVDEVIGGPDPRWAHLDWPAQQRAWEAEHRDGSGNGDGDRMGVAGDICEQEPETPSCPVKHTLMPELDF
Target sequence (Q8WTS1 whole entry, looked up): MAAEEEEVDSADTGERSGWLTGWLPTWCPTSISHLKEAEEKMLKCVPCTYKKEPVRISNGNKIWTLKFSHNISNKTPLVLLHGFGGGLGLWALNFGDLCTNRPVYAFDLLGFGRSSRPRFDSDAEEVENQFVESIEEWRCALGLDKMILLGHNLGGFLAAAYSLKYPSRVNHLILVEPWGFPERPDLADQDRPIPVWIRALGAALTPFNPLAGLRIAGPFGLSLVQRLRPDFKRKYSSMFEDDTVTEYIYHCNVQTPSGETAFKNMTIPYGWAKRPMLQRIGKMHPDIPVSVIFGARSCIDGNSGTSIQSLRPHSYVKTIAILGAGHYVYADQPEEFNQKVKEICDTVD
MC4R barr agon: activates human MC4R beta-arrestin recruitment | P32245 | U2OS MC4R beta-arrestin complementation, luminescence; percent of melanotan II response, DMSO zero | activation, % at 8.9 µM | 360,000 compounds, 0.98% hits;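 active = activation above a per-plate cutoff, the mean activation of sample wells on that plate plus 3 SD, cut at about 8% in these data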
The depositor's hits bear a star; / = not tested or not shown.

SMILES	MC4R antagonist	aDG glyco act	H9c2 protect	Glyco luc inh	ABCB6 inh 2	m5-HT2A agonist	Granule exo inh	hiPSC survival	ABHD5 PLIN5 PPI	MC4R barr agon
COc1cc(NC(=O)CSc2ncnc3sc4c(c23)CCC(C)C4)c(C(=O)O)cc1OC (stereo not drawn)	-2.6	-0.1	0.5	-0.5	102.0	0.0	-4.0	-0.1	-2.1	0.6
COc1cccc2sc(NNC(=O)COc3ccccc3)nc12	-0.4	-0.3	4.4	3.2	99.0	-0.4	-2.7	0.6	1.4	-2.0
CC(NS(=O)(=O)c1ccccc1)C1CC2CCC1C2 (stereo not drawn)	8.4	-0.1	-7.6	-1.4	92.0	-3.7	1.2	-0.2	7.2	1.6
Cc1cccc(-c2nc3cc([N+](=O)[O-])ccc3o2)c1	-0.8	-0.2	-14.8	-2.1	97.0	1.1	-1.7	-0.5	2.9	-0.8
CCOC(=O)C1CCN(C(=O)C2CCN(c3ncnc4c3nc3n4CCCCC3)CC2)CC1	7.9	0.2	4.4	1.2	90.0	5.0	22.7	-0.1	6.6	-2.7
CCN(CC)CCCNc1nnc(C)c(=O)[nH]1	4.7	-0.1	-1.0	1.2	102.0	2.5	-1.4	-5.1	-0.2	0.0
Cc1ccccc1OCC(O)CN1CCN(CC(O)COc2ccccc2C)C(C)C1 (stereo not drawn)	2.5	0.5	6.2	1.7	95.0	-5.8	32.5	-0.1	4.9	2.4
COc1ccc(-c2nnc3sc(C(C)N4C(=O)c5ccccc5C4=O)nn23)cc1 (stereo not drawn)	1.7	0.1	-5.0	-1.0	97.0	-1.2	-3.6	1.9	-1.2	0.1
COc1cccc(COC(=O)C2CCN(C(=O)c3ccc(F)cc3)CC2)c1OC	-2.2	0.0	-8.6	0.4	99.0	-2.8	2.7	-0.4	-5.5	-1.8
CN(CC(=O)NCCc1ccccc1)S(=O)(=O)c1ccccc1	-7.9	0.5	0.0	0.6	94.0	1.3	0.4	0.6	6.1	0.3
CN(Cc1ccc(Cl)cc1)C(=O)COC(=O)c1ccc(-c2ccc(O)cc2)cc1	2.1	-0.1	7.9	3.2	95.0	-5.1	-0.4	-0.2	8.8	-2.2
CCOC(=O)Cc1csc(NC(=O)CCN2C(=O)c3ccccc3C2=O)n1	-2.5	-0.1	8.8	3.4	98.0	0.9	17.4	0.0	-0.8	2.1
COC(=O)c1ccccc1NC(=O)Cn1cnc2c1c(=O)n(C)c(=O)n2C	4.1	0.2	17.8	1.6	98.0	5.0	8.3	-0.2	2.1	-2.7
CCc1cccc(NC(=O)Cn2cc3c(n2)CCCC3)c1	-2.5	0.2	8.2	0.7	100.0	-1.6	16.6	0.3	1.6	-1.5
Cc1cccnc1NC(=O)COc1ccc2c(c1)CCC2	6.5	0.2	-4.8	-3.0	103.0	-0.7	-3.5	0.0	0.3	-0.3
Cc1ccc2cccnc2c1NC(=S)NC(=O)c1ccccc1	13.9	0.1	6.9	-3.6	110.0	4.5	4.8	0.1	35.5*	1.1
CC1(C)C(c2ccccn2)=[N+]([O-])C(C)(C)N1O	5.3	0.0	0.1	-2.6	89.0	0.5	-1.9	-0.5	1.9	0.1
O=C(NC1CC1)C1=C[C@@H](c2ccc3c(c2)OCO3)C[C@@H](OCCCCO)O1	2.2	0.1	-4.1	0.7	96.0	6.7	-13.0	0.9	-3.0	-0.8
COc1ccccc1NC(=O)COC(=O)/C=C/c1cccs1	0.9	-0.2	19.3	1.0	95.0	-2.9	-2.6	0.4	8.5	-1.8
Cc1nc(-c2ccc(S(=O)(=O)N3CCN(Cc4ccccc4)CC3)s2)cs1	5.2	0.1	-11.4	-2.7	96.0	-1.3	1.0	-0.3	0.0	-2.6
O=C(NC(=S)Nc1nc2ccccc2s1)c1ccco1	2.3	0.5	-29.3	-5.8	100.0	-1.8	-4.9	-3.3	2.4	-1.2
CCN1CCN(C(=O)CSc2nc3c(c(=O)n(C)c(=O)n3C)n2C)CC1	-2.7	1.3	0.3	-0.5	95.0	-0.7	-8.2	1.2	-5.8	-2.5
Cc1cc(C)c2c(n1)nn1c(NCCOCCO)cc(C)nc21	1.3	-0.1	8.6	-0.9	97.0	-0.9	-0.9	-0.3	-7.7	-0.7
CN(Cc1ccccc1)C(=O)CN(Cc1ccccc1)S(C)(=O)=O	-1.8	0.2	-6.1	2.2	91.0	0.3	-0.4	-0.7	0.7	3.2
Cn1c(SCC(=O)NCc2ccc3c(c2)OCO3)nnc1-c1cccs1	2.6	0.2	0.5	-0.1	95.0	-1.0	-3.6	1.2	0.5	-0.1
CCOC(=O)N1CCC(NC(=O)Cn2cccc2C(=O)c2ccccc2C)CC1	16.4	-0.1	10.4	-1.1	98.0	-2.8	-0.7	5.5	3.9	0.8
CN1C(=O)c2cccc(NC(=O)Cc3ccccc3)c2C1=O	15.1	-0.3	22.9	2.3	99.0	-0.8	-1.4	0.4	0.9	-1.4
CN(C)C(=O)c1ccc(NC(=O)COC(=O)/C=C/c2cccs2)cc1	-0.2	0.5	-6.5	1.0	94.0	3.1	-6.0	-0.2	-0.5	-0.8
COc1ccccc1C(=O)OCCN=C1NS(=O)(=O)c2ccccc21	-6.0	0.3	-2.1	0.9	98.0	-2.3	-6.5	0.4	8.8	0.0
COC(=O)c1c(NC(=O)Cn2cnc([N+](=O)[O-])n2)sc2c1CCC(C)C2 (stereo not drawn)	-5.2	0.0	-4.4	-4.8	95.0	-1.4	-2.8	-0.8	0.9	-0.5
CCOC(=O)CNc1nc2ccccc2n2c(C)nnc12	1.7	-0.3	2.6	4.1	95.0	3.5	1.1	2.8	3.5	-1.2
COc1ccc(C(=O)NC(=S)N2CCCC2)cc1	7.9	-0.2	0.6	0.6	102.0	4.3	3.0	0.3	1.4	-2.9
Cc1nnsc1NC(=O)OCc1ccc(Cl)cc1Cl	8.2	1.0	-14.9	1.6	111.0	3.4	-8.6	14.7	-2.4	-0.5
CC(C)(C)c1ccc(C(=O)NCCC(=O)N2CCN(c3ncccn3)CC2)cc1	12.9	0.0	-7.0	1.4	101.0	17.1*	-0.1	6.9	-0.7	2.5
O=C(COC(=O)/C=C/c1cccc(Br)c1)NCc1ccco1	-2.3	1.9	-1.5	-0.3	100.0	6.6	3.3	0.1	12.4	0.8
CC(C)(C)OC(=O)NCCCCCc1nnc(SCC(=O)Nc2cccc(Cl)c2)o1	1.5	0.1	-19.4	1.5	93.0	-1.6	-0.2	-3.3	3.1	0.7
N#Cc1sc2nc(C3CC3)cc(-c3ccccc3)c2c1N	17.5	0.8	-9.6	4.9	102.0	-1.5	7.3	2.4	-5.8	-0.8
O=C1NCCN(Cc2cccc(Oc3ccccc3)c2)C1CC(=O)N1CCCO1 (stereo not drawn)	3.9	-0.2	-8.4	0.4	94.0	-0.2	1.3	-0.4	-2.4	-4.4
CCCNC(=O)c1ccc(S(N)(=O)=O)cc1	7.3	0.0	0.3	3.2	104.0	-3.0	4.3	-0.7	0.0	-1.9
CN(C(=O)COC(=O)/C=C/c1cccc([N+](=O)[O-])c1)C1CCS(=O)(=O)C1 (stereo not drawn)	8.8	0.0	1.3	0.6	92.0	0.6	-7.0	-0.6	-1.1	1.6
Cc1ccc(C(=O)Nc2ccncc2)o1	2.8	-0.2	-2.7	-0.9	102.0	1.5	0.6	-1.6	5.0	-1.2
CC1CC(C)CN(S(=O)(=O)c2ccc3c(c2)CCN3C(=O)CCC(=O)O)C1 (stereo not drawn)	4.6	-0.3	2.3	0.7	88.0	-2.5	0.4	-0.6	-3.5	-1.8
CCOC(=O)c1ccc(N2C(=O)C(CC(=O)NC)N(CCc3ccc(OC)c(OC)c3)C2=S)cc1 (stereo not drawn)	6.7	0.7	-3.2	1.4	96.0	-1.2	1.8	-0.5	3.4	-3.3
CC1(C(=O)Nc2ccc3ccccc3c2)CCC(=O)N1CCOc1ccccc1 (stereo not drawn)	/	0.0	-3.9	-1.1	99.0	-0.5	3.4	-0.6	5.8	/
O=C(O)/C=C/c1cnc2ccccc2c1	4.1	0.4	-0.2	-0.5	87.0	-2.1	4.5	0.3	6.4	-0.8
CCOC(CC(=O)NNC(=O)c1c(-c2ccccc2Cl)noc1C)OCC	4.2	-0.1	-1.9	1.2	99.0	2.4	1.1	-0.8	-2.4	0.4
CCOC(=O)c1oc2ccccc2c1NC(=O)CN1CCOCC1	10.8	-0.1	4.7	-1.4	106.0	2.4	-0.8	3.8	-8.0	5.3
Cc1ccc(NS(=O)(=O)c2ccc3c(c2)NC(=O)CCS3)cc1F	-1.2	0.0	-2.4	0.8	99.0	1.4	0.8	-0.1	-7.5	-0.3

Compound profiles (already shown):
`CN(C(=O)COC(=O)/C=C/c1cccc([N+](=O)[O-])c1)C1CCS(=O)(=O)C1` (stereo not drawn) in the list: MC4R antagonist: 8.8; aDG glyco act: 0.0; H9c2 protect: 1.3; Glyco luc inh: 0.6; ABCB6 inh 2: 92.0; m5-HT2A agonist: 0.6; Granule exo inh: -7.0; hiPSC survival: -0.6; ABHD5 PLIN5 PPI: -1.1; MC4R barr agon: 1.6
`CC1CC(C)CN(S(=O)(=O)c2ccc3c(c2)CCN3C(=O)CCC(=O)O)C1` (stereo not drawn) in the list: MC4R antagonist: 4.6; aDG glyco act: -0.3; H9c2 protect: 2.3; Glyco luc inh: 0.7; ABCB6 inh 2: 88.0; m5-HT2A agonist: -2.5; Granule exo inh: 0.4; hiPSC survival: -0.6; ABHD5 PLIN5 PPI: -3.5; MC4R barr agon: -1.8

Following part
SMILES	MC4R antagonist	aDG glyco act	H9c2 protect	Glyco luc inh	ABCB6 inh 2	m5-HT2A agonist	Granule exo inh	hiPSC survival	ABHD5 PLIN5 PPI	MC4R barr agon
COc1ccc(C(=O)N/C(=C\c2cccc3ccccc23)C(=O)NCCc2c[nH]c3ccccc23)cc1OC	9.6	-0.2	9.8	2.2	100.0	2.1	-1.5	9.4	1.4	2.6
COc1ccc2[nH]c(=O)c(CN(C(=O)C(C)C)c3ccccc3OC)cc2c1	-3.0	0.0	6.0	3.3	102.0	-3.0	13.2	-0.2	-19.4	-0.4
CN1C(=O)/C(=C\c2ccncc2)SC1=Nc1ccccc1	1.3	0.0	-6.5	-2.8	105.0	1.4	-2.3	2.1	6.7	0.1
NS(=O)(=O)c1ccc(CCNC(=O)C2CCC(CNS(=O)(=O)c3ccc(Br)s3)CC2)cc1 (stereo not drawn)	-9.0	-0.5	5.1	-0.4	92.0	0.9	-4.2	1.0	0.9	1.1
CC1(C)NC(=O)N(CCCOc2ccccc2Br)C1=O	-4.0	0.0	-0.4	3.2	102.0	3.9	-6.6	-3.2	9.4	-0.3
CCCCc1ccc(NC(=S)N2CCN(C(=O)OCC)CC2)cc1	-4.2	0.1	-6.3	-1.6	99.0	4.5	-3.4	-0.3	0.2	1.5
Cc1cccc(N2CCN(S(=O)(=O)c3ccc4c(c3)CCN4C(=O)CCC(=O)O)CC2C)c1 (stereo not drawn)	5.8	-0.1	8.4	1.5	102.0	5.9	4.9	-1.5	0.8	0.5
Cc1ccc(CNC(=O)C2CCN(S(=O)(=O)c3ccc4c(c3)OCCCO4)CC2)cc1	9.9	0.0	0.1	-2.8	89.0	-2.5	-3.0	1.6	-16.4	0.3

From PubChem
